Assay outcomes as filed in PubChem BioAssay.
PTHR1 ag – qHTS for PTHR1 Agonists: Primary Screen; Parathyroid hormone/parathyroid hormone-related peptide receptor (Homo sapiens), Q03431; HEK293 GP2 PTHR1 cells, GloSensor cAMP luminescence, 1 h; Potency, µM (titrated, usually from 115 µM), for inactives: at the top dose activation, most hits filed as activators; hit rate 0.075% among 410,000; further: nearly all actives have a fitted effect of over 55% in size; some results filed as inactive show a strong effect at the top dose; inactives centre near -15; many of its hits are not listed in these tables
Target sequence (Q03431 whole entry, looked up): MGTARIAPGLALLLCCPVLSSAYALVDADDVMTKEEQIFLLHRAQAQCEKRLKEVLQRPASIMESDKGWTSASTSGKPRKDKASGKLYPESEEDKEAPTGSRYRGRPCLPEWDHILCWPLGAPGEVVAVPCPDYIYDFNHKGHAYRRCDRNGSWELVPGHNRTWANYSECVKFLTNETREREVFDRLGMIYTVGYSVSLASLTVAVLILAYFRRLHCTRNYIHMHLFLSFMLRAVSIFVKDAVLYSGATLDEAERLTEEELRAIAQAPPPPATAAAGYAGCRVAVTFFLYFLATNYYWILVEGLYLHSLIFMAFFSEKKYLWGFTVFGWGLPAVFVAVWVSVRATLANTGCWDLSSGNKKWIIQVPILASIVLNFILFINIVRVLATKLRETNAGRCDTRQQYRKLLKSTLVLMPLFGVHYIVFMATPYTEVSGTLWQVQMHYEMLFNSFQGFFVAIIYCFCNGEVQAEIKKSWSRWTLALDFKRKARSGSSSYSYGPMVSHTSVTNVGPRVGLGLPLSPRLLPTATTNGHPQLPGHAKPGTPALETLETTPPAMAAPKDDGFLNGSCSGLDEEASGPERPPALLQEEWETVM
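HEK-293-derived GP2 cells expressing PTHR1 and a GloSensor cAMP reporter, 3,000/well, plated overnight, given luciferin plus IBMX (each 0.5 mM as added) for 1 h at 37 °C, then compound for 1 h at 37 °C. Luminescence was read after 15 min at room temperature.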
aSyn rescue – qHTS of alpha-syn Inhibitors; Yeast expressing alpha-synuclein, growth rescue, BacTiter-Glo, 24 h; hit rate 0.14% among 370,000; AID 652106, 2013; Potency, µM (series often up to 46.1 µM), inactives show at the top dose growth rescue (activation), usual class: activators; further: % of control where 0% means no effect; nearly all actives have a fitted effect of over 65% in size
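Galactose-induced alpha-syn yeast (OD600=0.02, raffinose-pregrown) + pinned cpd, 24 hr, 30 deg C; growth by BacTiter-Glo luminescence. Growth restoration scores as activation.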
EPAC1 agonist – qHTS for Agonist of cAMP-regulated guanine nucleotide exchange factor 3 (EPAC1): primary screen. Rap guanine nucleotide exchange factor 3 (Homo sapiens), O95398. EPAC1 agonist qHTS, biochemical assay; response scale: 100% = response to 6.5 mM cAMP. Potency, µM (series often up to 154 µM), inactives show at the highest dose activation, actives largely listed as activators. hit rate 0.073% among 360,000. AID 720707, 2013; further: nearly all actives have a fitted effect of over 60% in size
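Read-out is the fluorescence drop as BODIPY-GDP leaves Rap1B (480 nm excitation, 540 nm emission), recorded every 5 minutes over 30 minutes. Reactions held 100 nM EPAC1, 250 nM Rap1B–BODIPY-GDP and 50 uM GDP, with 6.5 mM cAMP setting full activation.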
FUS yeast rescue – qHTS for Suppressors of FUS Proteinopathy: Primary screen using FUS-linked yeast assay; Potency, µM (doses to about 76.6 µM), inactives show at the highest dose growth rescue (activation), hits mostly activators; hit rate 0.24% among 390,000; AID 1347120, 2019; S. cerevisiae FUS-expressing, growth rescue, OD600, 24 h;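 further: plate controls were DMSO vehicle for no effect and reference control for full effect; nearly all actives have a fitted effect of over 55% in size; some results filed as inactive show a strong effect at the top dose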
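Galactose (2%) drives FUS expression in yeast precultured in raffinose; seeding density OD 0.005. Test compounds incubated 24hr at 30C and 99% humidity before absorbance at 600 nm was measured.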
EPAC1 antag – qHTS for Antagonist of cAMP-regulated guanine nucleotide exchange factor 3 (EPAC1): primary screen; Rap guanine nucleotide exchange factor 3 (Homo sapiens), O95398; EPAC1 GEF assay, Rap1b-BODIPY-GDP exchange fluorescence; Potency, µM (top dose mostly 115 µM), for inactives: at the top dose activity change, negative = inhibition, actives largely listed as inhibitors; hit rate 0.14% among 360,000;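 further: plate controls were vehicle for no effect and positive control for full effect; nearly all actives have a fitted effect of over 50% in size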
EPAC2 ag – qHTS for Agonist of cAMP-regulated guanine nucleotide exchange factor 4 (EPAC2): primary screen | Rap guanine nucleotide exchange factor 4 (Homo sapiens), Q8WZA2 | EPAC2 activation, biochemical qHTS; response scale: 100% = 6.5 mM cAMP response | Potency, µM (doses to about 154 µM), for inactives: at the top dose activation, actives largely listed as activators | hit rate 0.079% among 360,000 | AID 720711, 2013; further: nearly all actives have a fitted effect of over 50% in size
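Each well held 100 nM EPAC2, 250 nM RAP1B-BODIPY-GDP and 50 uM GDP. Fluorescence, read at 5-min intervals to 30 min, was referenced to a 6.5 mM cAMP positive control.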
TDP-43 yeast inh – qHTS of TDP-43 Inhibitors. Potency, µM (series often up to 46.1 µM), inactives show at the highest dose growth rescue (activation), usual class: activators. hit rate 1.8% among 410,000. TDP-43 expressing yeast growth rescue, BacTiter-Glo, 24 h; further: % of control where 0% means no effect; nearly all actives have a fitted effect of over 50% in size
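Readout is BacTiter-Glo luminescence of cell growth, so inhibitors register as activators. TDP-43-expressing yeast at OD600=0.02 in galactose medium, after raffinose pregrowth to mid-log, were incubated with compound for 24 hr at 30 deg C.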
EPAC2 antagonist – qHTS for Antagonist of cAMP-regulated guanine nucleotide exchange factor 2 (EPAC2): primary screen; Rap guanine nucleotide exchange factor 4 (Homo sapiens), Q8WZA2; EPAC2 GEF exchange of Rap1B-BODIPY-GDP, fluorescence; hit rate 0.18% among 360,000; Potency, µM (top dose mostly 114 µM), without a hit: at the top dose activity, negative = inhibition, hits mostly inhibitors; further: on the % scale 0 is the no-effect control and ±100 the full control effect; nearly all actives have a fitted effect of over 45% in size; many of its hits are not listed in these tables
* = called active by the depositor; i = inactive; ? = inconclusive; · = not tested or not shown; [ ] = dose if it differs, or a comment. The call rests on the fitted dose curve; in most records, active means well fitted curve in the direction sought with a large enough effect; inconclusive means small, poorly fitted or top-dose-only effect, or another doubt; inactive means no such curve, though single readings can be large; an effect the other way counts as inactive or inconclusive. Potency means the concentration at half of the fitted maximal effect. Some of the compounds tested (hit frequency here may not be typical).

Values run as follows: PTHR1 ag	aSyn rescue	EPAC1 agonist	FUS yeast rescue	EPAC1 antag	EPAC2 ag	TDP-43 yeast inh	EPAC2 antagonist
- COc1ccccc1CCN1CCCC(CN(C)C(=O)CCC(=O)N(C)C)C1 (centres undefined)
→ -14.5%	0.6%	6.8%	1.5%	-9.0%	2.1%	-5.4%	-10.7%
- Cc1ccc(N(C(=O)c2snc(C(N)=O)c2N)C(C(=O)NCc2ccccc2)c2ccncc2)c(C)c1 (centres undefined)
→ i	0.4%	-2.7%	?	1.0%	6.3%	-6.7%	0.7%
- COc1ccc(C(=O)NNC(=O)C(=O)Nc2cccc3ccccc23)cc1
→ i	1.8%	8.1%	14.4%	7.6%	3.7%	-2.2%	-10.7%
- COc1cccc(-c2ccc(NC(=O)C3CCCN(Cc4ccco4)C3)cc2)c1 (centres undefined)
→ -12.7%	2.4%	9.4%	·	-7.6%	7.7%	-0.1%	-1.6%
- COc1ccc(-c2nnn(CC(=O)N3CCN(c4ccccc4OC)CC3)n2)cc1OC
→ -2.8%	7.2%	9.0%	21.2%	0.7%	-2.6%	12.5%[9.22 µM]	-1.2%
- CC(NC(=O)CCNC(=O)c1ccccc1Cl)C1CC2CCC1C2 (centres undefined)
→ -6.1%	-3.5%	8.3%	6.9%	-2.4%	6.6%	4.0%	2.1%
- Cc1ccc(O)c(C2=Nc3ccccc3N=C(c3cccc([N+](=O)[O-])c3)C2)c1
→ -34.3%	13.6%	1.2%	·	3.9%	5.9%	7.5%	12.6%
- CCOC(=O)C1=CCN(S(=O)(=O)c2ccc(Br)cc2)C1c1ccc(C)cc1 (centres undefined)
→ i	11.1%	16.3%	?	-11.2%	9.3%	?	-10.9%
- CCOC(=O)c1[nH]c(C)c(C(=O)NCc2cccnc2)c1C
→ -6.3%	-4.9%	-21.1%	7.7%	-10.9%	-2.1%	0.0%	1.4%
- COC(=O)C1=C(C)NC(C)=C(C(=O)OC)C1c1ccc2ccccc2n1
→ i	7.7%	3.3%	41.9%	0.1%	8.2%	-12.2%	18.5%
- COc1ccc(NC(=O)CSc2nc(N)cc(=O)[nH]2)cc1S(=O)(=O)N1CCCCC1
→ i	-12.8%	2.7%	42.3%	-13.1%	5.1%	0.2%	-9.3%
- CC1CN(c2ccc(NC(=S)Nc3ccc(N4CC(C)OC(C)C4)cc3)cc2)CC(C)O1 (centres undefined)
→ -28.7%	-3.1%	-16.4%	?	-9.2%	2.1%	19.7%	-4.4%
- COc1ccc(Nc2nc(N)c([N+](=O)[O-])c(N3CCOCC3)n2)cc1
→ i	7.0%	5.6%	14.0%	-1.5%	3.4%	16.8%	-14.4%
- c1ccc(SSc2ccccc2)cc1
→ -16.8%	6.3%	-25.7%	-31.8%	-8.6%	1.0%	6.1%	10.2%
- CC(=O)C1=CCC(c2ccccc2Cl)N(S(=O)(=O)c2ccc(C)cc2)C1 (centres undefined)
→ -0.6%	1.8%	-0.2%	?	?	11.7%	20µM*	?
- CCOC(=O)C(C)NC(=O)CCc1nnc2ccc(N3CCCCC3)nn12 (centres undefined)
→ i	-4.9%	7.9%	-4.3%	-7.1%	6.8%	-16.9%	1.7%
- COCCN(C(=O)Cc1cccs1)C(C(=O)NCc1ccc(OC)cc1)c1ccc(C(C)C)cc1 (centres undefined)
→ -9.9%[57.5 µM]	-14.8%	17.3%	?	-7.8%	-12.4%	-19.3%	-18.3%
- CCOc1ccc(N2CC(C(=O)Nc3ccccc3C(=O)N3CCOCC3)CC2=O)cc1 (centres undefined)
→ i	4.2%	14.5%	2.5%	3.8%	4.3%	3.5%	4.1%
- COC(=O)c1ccc(CN2C(=O)NC(Cc3c[nH]c4ccccc34)C2=O)cc1 (centres undefined)
→ -9.7%	2.0%	5.2%	12.7%	-4.0%	12.2%	-32.7%[inhibitor]	4.4%
- CC(C)c1ccc(NC2CCCN(C(=O)CCCn3cncn3)C2)cc1 (centres undefined)
→ -21.7%	0.4%	11.9%	·	-0.1%	-6.4%	-10.3%	-2.3%
- CCOC(=O)C1(C)CCN1C(=O)c1ccc(C#N)cc1 (centres undefined)
→ i	-3.4%	0.6%	-15.9%	0.3%	7.5%	?	14.4%
- CC(C)[C@H](COC=O)NC(=O)[C@H]1O[C@@H](n2ccc(N)nc2=O)[C@H](O)[C@@H]1O
→ -24.2%	-6.2%	3.6%	-18.3%	-3.7%	8.2%	0.0%	8.3%
- Cc1cc(-c2csc(N)n2)c(C)n1-c1ccc(Cl)c(Cl)c1
→ i	-2.8%	-33.5%[inhibitor]	?	?	10.1%	?	-0.3%
- CN(CC(=O)Nc1ccccc1Cl)C(=O)c1ccc(N2C(=O)CCC2=O)cc1
→ i	-5.2%	-0.7%	-4.6%	-2.4%	1.6%	21.6%	-1.8%
- O=C(NCC(c1cccnc1)N1CCOCC1)c1cccc(Cl)c1 (centres undefined)
→ -33.0%	0.2%	6.4%	3.8%	-7.0%	9.8%	-4.3%	-7.9%
- Cc1cc([N+](=O)[O-])nn1CCCC(=O)Nc1ccc2c(c1)OCO2
→ -5.1%	-0.3%	3.9%	·	3.4%	-3.6%	-18.5%	-0.4%
- COc1ccc(C(=O)Nc2ccc(NC(=O)c3cccs3)cc2)cc1[N+](=O)[O-]
→ 23.2%	1.4%	0.5%	·	-13.2%	1.3%	9.5%	-5.4%
- Fc1cccc(Cl)c1C1Nc2cccc3cccc(c23)N1
→ -4.7%	-0.6%	0.3%	29.6%	-17.4%	6.0%	26.0%	?
- CSc1nc(-c2ccccc2)nn1C(=O)c1ccc(Cl)cc1
→ -6.4%[57.5 µM]	-8.1%	-13.0%	-12.6%	-9.1%	-2.6%	-18.1%	2.3%
- CC(=O)OCc1cc(-c2nc3ccccc3[nH]c2=O)nn1-c1ccc(Cl)cc1
→ -5.9%	7.0%	7.1%	-19.4%	-12.3%	-2.1%	8.3%	-4.9%
- O=C(COc1ccccc1[N+](=O)[O-])N1CCN(C(=O)c2ccco2)CC1
→ -34.8%[inhibitor]	-5.0%	-1.3%	9.6%	8.3%	10.1%	-0.5%	-1.2%
- C=CCN(CC=C)CC(O)Cn1c2ccccc2c2ccccc21 (centres undefined)
→ -9.8%	0.7%	18.7%	-2.4%	-0.4%	8.9%	-7.1%	-19.7%
- CCCn1nnnc1SCC(=O)N(C(C)C)C(C)C
→ -68.9%[inhibitor][57.5 µM]	5.0%	-1.0%	-4.2%	-5.0%	3.0%	-3.8%	-26.3%
- Cc1cc(C)cc(OCC(=O)OCC(=O)c2ccc3c(c2)NC(=O)CO3)c1
→ i	-0.9%	-1.3%	23.5%	-8.1%	6.2%	9.1%	-2.3%
- CCCCSc1nnc(-c2ccccc2N)c(=O)[nH]1
→ i	-35.8%[inhibitor]	-1.1%	1.0%	9.3%	-4.3%	16.6%	3.2%
- CC1CN(Cc2nc3c(c(=O)n(C)c(=O)n3C)n2CCc2ccccc2)CC(C)O1 (centres undefined)
→ i	-1.0%	14.3%	-10.5%	-10.7%	10.4%	-1.2%	7.1%
- Cc1ccc(N2C(=N)/C(=C3/Nc4ccccc4S3)C(c3ccccc3)C2=O)cc1 (centres undefined)
→ -15.9%	28.5%	3.6%	·	-17.4%	1.6%	0.0%	-2.9%
- CCOc1ccc(-c2cc(C(=O)NN)[nH]n2)cc1
→ i	-4.2%	1.1%	28.1%	24.6%	-5.9%	0.0%	3.2%
- CCOC(=O)CSc1[nH]c2cc(OC)ccc2c1[N+](=O)[O-]
→ i	0.1%	0.8%	-5.3%	2.4%	0.9%	20.0%	10.4%
- CCOc1ccc(C2=Nn3c(nnc3-c3cccnc3)SC2)cc1
→ 24.1%[57.5 µM]	0.2%	2.2%	11.7%	-1.4%	6.4%	2.4%	-4.0%[57.1 µM]
- CCOC(=O)c1cc(CC)sc1NC(=O)c1ccc([N+](=O)[O-])c(N2CCOCC2)c1
→ i	2.2%	9.9%	-8.4%	7.7%	-5.9%	-9.2%	-1.1%
- COc1ccccc1CCC(=O)Nc1ccc2c(c1)c(=O)n(C)n2Cc1cccc(C(F)(F)F)c1
→ -53.5%	-1.1%	-5.3%	5.8%	4.8%	5.3%	10.8%	-11.6%
- COc1ccc(Cl)cc1C(=O)NCCS(=O)(=O)N1CCN(c2ccccc2F)CC1
→ -1.5%	14.7%	15.5%	31.5%	-4.0%	8.9%	?	-11.1%
- COC(=O)C(CSCc1ccccc1)NC(=O)CCNC(=O)OCc1ccccc1 (centres undefined)
→ -20.7%	-7.3%	4.9%	10.4%	7.7%	16.8%	-5.0%	-16.7%
- O=C1CNC(=O)c2cc(Cl)ccc2N1
→ i	0.0%	2.3%	-0.2%	-9.5%	-2.4%	26.4%	0.2%
- Cc1ccc2[nH]c(C(=O)N3CCN(C=O)CC3)cc2c1
→ -4.1%	1.4%	0.4%	-19.4%	-1.4%	7.9%	1.3%	0.8%
